ABHD5-PLIN5 inh: inhibitors of human ABHD5-perilipin-5 interaction; Split G. princeps luciferase complementation, luminescence, 4 h; inhibition, % at 4 µM; 0.78% of 360,000 active;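 active means inhibition above the mean inhibition across every tested compound plus 3 SD, cut at about 22% in these data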;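 further: 0% = DMSO only wells and the 100% control is not disclosed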
m5-HT2A agonist: agonists of mouse serotonin 5-HT2A receptor (HTR2A); CHO-K1 mHTR2A beta-arrestin complementation, luminescence; percent of 30 µM serotonin response; AID 624169; 0.66% of 360,000 active; activation, % at 7.6 µM;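 active means activation above a run cutoff, the mean activation of all tested compounds plus 3 SD, cut at about 14% in these data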;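 further: 0% = plate median of compound wells and 100% = 30 µM serotonin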
Cardio protect: protects H9c2 cardiomyocytes from peroxide injury | H2O2 injury protection, ATPLite, 2 h | protection from H2O2 cell death, % at 20 µM | 0.63% of 360,000 active | AID 588492;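 active means compounds giving at least 50% protection of heart cells from peroxide-induced death in the single-dose screen, raw or plate-pattern-corrected value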;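 further: 0% = DMSO wells with peroxide and 100% = DMSO wells without peroxide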
ABCB6 inh MLPCN: inhibitors of human ABC transporter ABCB6; Q9NP58; K562-ABCB6 porphyrin accumulation, flow cytometry, 1 h; hits give low values; fluorescence ratio to DMSO, % at 10 µM; 0.19% of 360,000 active;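 active means fluorescence ratio to DMSO below 75%, the collection mean minus 3 SD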;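 further: signal is porphyrin accumulated inside mitochondria; 100% equals median channel fluorescence of DMSO control wells; lower ratio means ABCB6 inhibition with less porphyrin fluorescence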
MC4R antagonist: blocks human MC4R cAMP signaling. AID 540295. P32245. inhibition, % at 6.5 µM. MC4R-expressing cells, MTII-stimulated cAMP, LANCE TR-FRET. 0.48% of 360,000 active;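 active means inhibition above its plate's cutoff, the mean of tested wells on that plate plus 3 SD, cut at about 29% in these data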;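 further: 0% = Melanotan II alone and 100% = Melanotan II plus saturating MCL0020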
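Material – human MC4R-expressing U2OS cells · Repeats – no replicates · Detection – TR-FRET with Eu-cAMP and labeled anti-cAMP, 671 nm · Times – compound 30 min, challenge 1 h, detection 1 h · Compound – single nominal compound dose of 6.5 µM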
NCOA2 inhibitor: human SRC2 (NCOA2) inhibition; 0.17% of 370,000 active; AID 651957; Q15596; inhibition, % at 9 µM; HEK293 GAL4-SRC2 luciferase reporter, luminescence;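 active means inhibition above the mean inhibition of all tested compounds plus 3 SD, set per campaign, cut at about 52% in these data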;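 further: 0% = DMSO treated cells and 100% = cells given Gossypol at 36 µM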
NOD2-RIPK2 inh: blocks binding of human NOD2 to RIPK2; inhibition, % at 4.98 µM; 0.38% of 360,000 active; O43353; CHO BLA complementation NOD2-RIPK2, CCF4 ratio; AID 624267; in the data active means inhibition above about 21%;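 further: 0% = vehicle only and 100% = reference blocker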
MC4R ag barr: human MC4R agonism via beta-arrestin. 0.98% of 360,000 active. activation, % at 8.9 µM. U2OS MC4R beta-arrestin complementation, luminescence; percent of melanotan II response, DMSO zero;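 active means activation above a per-plate cutoff, the mean activation of sample wells on that plate plus 3 SD, cut at about 8% in these data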
TLR9-MyD88 block: blocks human TLR9 binding to MyD88; Q9NR96+Q99836; CHO BLA complementation TLR9-MyD88, CCF4 FRET ratio; inhibition, % at 4.98 µM; 0.21% of 340,000 active;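 active means inhibition above the mean over all tested compounds plus 3 SD, cut at about 21% in these data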;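 further: 0% = DMSO only wells and 100% = clavulanate BLA inhibitor control wells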
Glyco luc inh: blocks N-linked glycosylation in D54 reporter cells | AID 588692 | reporter increase, % at 12.5 µM | D54 ERlucT glycosylation luciferase reporter, 24 h; percent of 100 nM tunicamycin response | 0.23% of 360,000 active;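 active means mean luciferase reporter signal, scaled so untreated is 0 and the glycosylation-blocking control 100, at or above a set limit in every replicate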;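 further: luciferase carries N-glycosylation sites so blocking glycosylation raises the light; 0% = median of neutral control wells and 100% = median of 100 nM tunicamycin wells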
An asterisk follows results filed as active; . = not tested or not shown.

SMILES	ABHD5-PLIN5 inh	m5-HT2A agonist	Cardio protect	ABCB6 inh MLPCN	MC4R antagonist	NCOA2 inhibitor	NOD2-RIPK2 inh	MC4R ag barr	TLR9-MyD88 block	Glyco luc inh
O=C(/C=C/c1ccccc1)NCCc1cnc[nH]1	1	-9	-3	98	5	11	-4	-2.2	-11	3
COC(=O)CN1C(=O)CN=C(c2ccccc2Cl)c2cc(Br)ccc21	-1	-3	-1	93	3	6	1	-1.3	.	2
COC1=CC=C2[C@H]3Cc4ccc(OC)c5c4[C@@]2(CCN3C)[C@H]1O5	-1	3	0	105	11	-7	-5	1.5	-13	5
O=C1NC(=O)N(c2ccc3c(c2)OCO3)C(=O)/C1=C/c1ccc(N2CCCCC2)o1	4	-3	11	203	-14	-7	-9	-2.8	0	-2
C=CCOC(=O)C1=C(C)OC(N)=C(C#N)C12C(=O)N(CN1CCOCC1)c1ccccc12 (stereo unspecified)	1	-4	-5	92	11	-14	4	-2.4	-1	-1
Cc1cc(OC(C)C(=O)NCC(O)c2ccccc2)c2c3c(c(=O)oc2c1)CCCC3 (stereo unspecified)	5	2	1	97	5	6	-1	-1.5	8	0
COc1ccc(C(=O)N2CCC3(CC2)OCCO3)cc1	-7	8	3	95	6	4	0	-0.9	12	2
COc1ccc(O)c2c(=O)c3c(OC)cc4c(c3oc12)C1C=COC1O4 (stereo unspecified)	-7	2	3	103	10	-13	-12	-2.3	-12	1
CN(C(=O)CNC(=O)OCc1ccccc1)c1ccc(Br)cc1C(=O)c1ccccc1Cl	-1	-4	3	99	-13	-28	0	-2.8	-1	14
CS(=O)(=O)N1Cc2ccccc2-n2nncc2C1	-8	1	12	99	14	-31	1	-1.5	1	2
COc1ccc(OC)c(/C=N/OC(=O)Nc2ccc(Cl)cc2)c1	-5	-2	-15	98	-6	14	-5	-0.9	-2	1
CC=C(C)C(=O)OC1CCN2CC=C(COC(=O)C(O)(C(C)OC)C(C)(C)O)C12 (stereo unspecified)	9	0	2	87	4	-20	-11	0.5	-12	3

3 structures out of the list, arranged by molecular weight, lowest first:
SMILES	ABHD5-PLIN5 inh	m5-HT2A agonist	Cardio protect	ABCB6 inh MLPCN	MC4R antagonist	NCOA2 inhibitor	NOD2-RIPK2 inh	MC4R ag barr	TLR9-MyD88 block	Glyco luc inh
COc1ccc(C(=O)N2CCC3(CC2)OCCO3)cc1	-7	8	3	95	6	4	0	-0.9	12	2
COc1ccc(O)c2c(=O)c3c(OC)cc4c(c3oc12)C1C=COC1O4 (stereo unspecified)	-7	2	3	103	10	-13	-12	-2.3	-12	1
C=CCOC(=O)C1=C(C)OC(N)=C(C#N)C12C(=O)N(CN1CCOCC1)c1ccccc12 (stereo unspecified)	1	-4	-5	92	11	-14	4	-2.4	-1	-1

Other structures:
SMILES	ABHD5-PLIN5 inh	m5-HT2A agonist	Cardio protect	ABCB6 inh MLPCN	MC4R antagonist	NCOA2 inhibitor	NOD2-RIPK2 inh	MC4R ag barr	TLR9-MyD88 block	Glyco luc inh
O=C(CN1CC=C(c2ccccc2)CC1)Nc1cc(Cl)ccc1Cl	-7	4	-1	101	9	-5	4	-0.2	-1	1
CC(c1ccccc1)[n+]1ccccc1 (stereo unspecified)	-6	-4	6	104	12	2	-11	-0.6	-3	1
CCOC(=O)c1c(C)n(CCN2CCN(C)CC2)c2ccc(OC)cc12	9	-5	8	95	-2	.	5	-1.3	2	-1
Cc1ccc(CN2CCCC(C(=O)c3ccc4c(c3)OCO4)C2)cc1C (stereo unspecified)	-4	-10	-2	97	0	32	4	0.5	1	-1
O=C(N/N=C/c1c(O)n(CCc2ccccc2)c(=O)[nH]c1=O)c1ccccc1O	-1	1	10	103	-1	6	-6	-2.5	3	0
COc1cccc(CNCCc2c[nH]c3ccccc23)c1OC	3	0	6	94	15	-1	-3	-0.3	-11	-1
Cc1ccc2nc(-c3ccc(CN4CCC(n5c(=O)[nH]c6ccccc65)CC4)cc3)c(-c3ccccc3)nc2c1	3	11	.	96	.	-5	1	.	.	.
CN1C(=O)c2ccccc2Sc2ccc(C(=O)N3CCC4(CC3)OCCO4)cc21	2	2	2	94	10	-13	6	0.0	7	11
O=C1CN=C(c2cccc(Br)c2)c2cc(Br)ccc2N1	-8	2	-6	98	0	-45	3	-0.1	-18	3
O=C1NCN(c2ccccc2)C12CCN(C(c1ccccc1OC(F)(F)F)c1nnnn1C1CCCCC1)CC2 (stereo unspecified)	2	-4	-6	109	.	-28	-5	.	.	-1
CCC1(OC(=O)c2ccccc2)CC(C)N(C)CC1C (stereo unspecified)	1	-1	2	97	2	-18	-6	-1.2	-2	-1
CC(=O)c1ccc(OC(NC(=O)c2ccco2)C(Cl)(Cl)Cl)cc1 (stereo unspecified)	0	1	-4	90	7	-9	9	-0.6	-6	2
O=c1ccc2cc3ccoc3c(O)c2o1	-3	-1	0	101	7	24	10	0.1	0	1
CCCCn1c(=O)c(C(=O)Nc2ccccc2F)c(O)c2ccccc21	3	-5	9	100	3	-37	-8	-0.3	1	-2
CNC(=O)c1cccn(Cc2cccc(C(F)(F)F)c2)c1=O	1	0	2	98	4	9	-3	-1.5	3	.
COC(=O)C1=C(c2ccc(F)cc2F)C[C@@H]2CC[C@H]1N2C(=O)NCCCOC(C)C	-4	-7	-1	101	2	-5	-1	-0.7	5	0
COc1ccc(CN2Cc3cc(-c4cccc(F)c4)ccc3-n3nncc3C2)cc1	6	-4	1	105	.	-4	-6	.	.	0
Cc1[nH]c2ccc(OCc3ccccc3)cc2c1CCN	3	-7	12	89	-4	12	-85	-1.2	-13	-6
O=c1[nH]c(=O)n(CCc2ccccc2)c(O)c1C=NCCN1CCNCC1	5	6	-2	112	7	-8	0	0.0	2	0
CCCCCC[N+](=O)[O-]	2	-1	5	102	5	4	3	-0.9	4	2
Cc1c(Cl)cccc1NC(=S)N1CC2CC(C1)c1cccc(=O)n1C2 (stereo unspecified)	-4	2	1	93	1	17	2	0.6	1	2
Cc1ccc(Sc2ccc(C=C3C(=O)N(C)C(=O)N(C)C3=O)o2)cc1	1	-5	-4	107	1	-8	5	-1.5	7	12
CC(=O)C1C(=O)NC23CCCCC2C1c1ccccc1O3 (stereo unspecified)	-3	0	1	99	13	-10	1	-3.2	7	1
Cc1ccc(-n2c(O)c(/C=N/NC(=O)c3ccncc3)c(=O)[nH]c2=O)cc1	6	1	4	97	-5	7	12	-0.3	3	1

Single records, as listed above.
Entry for CCCCCC[N+](=O)[O-] → ABHD5-PLIN5 inh: 2; m5-HT2A agonist: -1; Cardio protect: 5; ABCB6 inh MLPCN: 102; MC4R antagonist: 5; NCOA2 inhibitor: 4; NOD2-RIPK2 inh: 3; MC4R ag barr: -0.9; TLR9-MyD88 block: 4; Glyco luc inh: 2
Entry for COC(=O)C1=C(c2ccc(F)cc2F)C[C@@H]2CC[C@H]1N2C(=O)NCCCOC(C)C → ABHD5-PLIN5 inh: -4; m5-HT2A agonist: -7; Cardio protect: -1; ABCB6 inh MLPCN: 101; MC4R antagonist: 2; NCOA2 inhibitor: -5; NOD2-RIPK2 inh: -1; MC4R ag barr: -0.7; TLR9-MyD88 block: 5; Glyco luc inh: 0
Entry for Cc1ccc(-n2c(O)c(/C=N/NC(=O)c3ccncc3)c(=O)[nH]c2=O)cc1 → ABHD5-PLIN5 inh: 6; m5-HT2A agonist: 1; Cardio protect: 4; ABCB6 inh MLPCN: 97; MC4R antagonist: -5; NCOA2 inhibitor: 7; NOD2-RIPK2 inh: 12; MC4R ag barr: -0.3; TLR9-MyD88 block: 3; Glyco luc inh: 1

(list continues)
SMILES	ABHD5-PLIN5 inh	m5-HT2A agonist	Cardio protect	ABCB6 inh MLPCN	MC4R antagonist	NCOA2 inhibitor	NOD2-RIPK2 inh	MC4R ag barr	TLR9-MyD88 block	Glyco luc inh
O=C1C2CC(CN3CCCCC23)C2CCCCN12 (stereo unspecified)	2	-2	-1	101	-5	-24	0	1.0	.	2
Clc1ccc2sc(C3CCNCC3)nc2c1	1	38*	2	91	-8	-55	1	-0.1	-5	-5
Nc1ncnc2c1ncn2[C@@H]1O[C@H](C(=O)NCCc2ccc(F)cc2)[C@@H](O)[C@H]1O	-8	-1	0	99	.	13	-7	.	.	0
COc1cc(C(=O)NN=Cc2ccc(N(CCCl)CCCl)cc2)cc(OC)c1OC	-4	0	7	99	-13	10	10	-1.9	5	13
COc1ccccc1N1CCNCC1	0	-8	-2	100	1	6	-14	-0.3	-2	1
Cc1nc2ccccc2c(=O)n1-c1ccc(Cl)c(Cl)c1	-3	2	5	99	10	-120	-4	-2.1	11	3
O=c1c2ccccc2nc(-c2ccco2)n1-c1nccs1	0	-4	28	89	10	29	4	-1.6	2	-1
CN1CCc2nc3sc(C#N)c(N)c3c(-c3cccs3)c2C1	-1	3	2	111	-2	11	-3	0.2	-17	.
Cc1ccc(OP(N)(=O)Oc2ccc(C)cc2)cc1	0	-5	3	101	7	-19	0	-1.1	5	1
Cc1ccccc1[N+](=O)[O-]	5	-2	-1	100	10	19	-11	-1.0	-5	0
COC(=O)C1=C(c2ccc(C(C)=O)cc2)C[C@@H]2CC[C@H]1N2C	2	4	0	94	-3	20	-11	-0.7	-2	2
Cc1nc2ccccc2c(=O)n1-c1ccc(F)cc1	4	1	11	90	3	-14	-11	0.3	-11	0

Taken from above.
For Cardio protect, Clc1ccc2sc(C3CCNCC3)nc2c1 reads 2
For MC4R antagonist, O=C1C2CC(CN3CCCCC23)C2CCCCN12 (stereo unspecified) reads -5

Later entries:
SMILES	ABHD5-PLIN5 inh	m5-HT2A agonist	Cardio protect	ABCB6 inh MLPCN	MC4R antagonist	NCOA2 inhibitor	NOD2-RIPK2 inh	MC4R ag barr	TLR9-MyD88 block	Glyco luc inh
CCOc1ccc(C2(C#N)CC[N+](C)(C)CC2)cc1	2	3	10	109	11	5	-7	-0.2	5	3
CC12C(C(=O)O)C1(c1ccccc1)C2C(=O)O (stereo unspecified)	3	-1	-2	90	11	-6	0	-0.4	-2	1
CCOC(=O)CC(SP1(=S)OCC2(CCCCO2)C(C2CCCCO2)O1)C(=O)OCC (stereo unspecified)	1	8	-2	111	0	-2	-2	-1.1	2	1
C=CCn1c(O)c(C(C)=NCCc2ccccc2)c(=O)[nH]c1=O	-1	2	16	98	14	-3	-1	-2.1	-2	5
CC1CCCC(C)N1/N=C/c1c[nH]c2ccc(Br)cc12 (stereo unspecified)	6	0	8	101	-2	7	-4	5.9	-3	-2

A portion of the library; rates above refer to the full screens.
